APE1 inh = inhibitors of human APE1 endonuclease. recombinant APE1, TAMRA/BHQ-2 abasic DNA cleavage fluorescence. P27695. Potency, µM (highest dose often 65.8 µM), for the others: at the highest dose activity change, negative = inhibition, usual class: inhibitors. 350,000 tested, 0.35% active;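 further: plate controls were vehicle for no effect and reference inhibitor for full effect; nearly all actives have a fitted effect of over 55% in size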
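Step 1: APE1 (0.75 nM) with compound, 15 min RT. Step 2: add 50 nM fluorophore/quencher THF duplex. Step 3: three fluorescence reads 60 s apart (525/598 nm); read 3 minus read 1 = reaction progress.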
Pol kappa inh = inhibitors of human DNA polymerase kappa; Q9UBT6; Potency, µM (highest dose often 107 µM), for the others: at the top dose activity, negative = inhibition, actives largely listed as inhibitors; purified Pol kappa, fluorescent DNA synthesis assay, 10 min; 400,000 tested, 0.53% active; AID 588579; further: on the % scale 0 is the no-effect control and ±100 the full control effect
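Kinetic fluorescence screen: compound preincubated 15 min RT with 10 nM enzyme; 50 nM substrate (final) initiates; reads at 0/10 min.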
G9a inh = blocks human histone lysine methyltransferase G9a | Potency, µM (series often up to 102 µM), for the others: at the top dose activity, negative = inhibition, hits mostly inhibitors | AID 504332 | 350,000 tested, 8.8% active | Q96KQ7 | G9a H3K9 monomethylation, AlphaScreen, 2 h; further: on the % scale 0 is the no-effect control and ±100 the full control effect; nearly all actives have a fitted effect of over 75% in size
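G9a (20 nM) was preincubated 15 min with compound, then reacted 2 h at room temperature with 500 nM biotin-H3K9 peptide and 20 µM SAM. Monomethyl-H3K9 detected by AlphaScreen using anti-H3K9me1 antibody.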
Anesthetic bind = binds horse apoferritin like a general anesthetic. P02791. apoferritin/1-aminoanthracene competitive binding, fluorescence. Potency, µM (titrated, usually from 77.5 µM), for inactives: at the top dose activity change, negative = displacement, actives largely listed as inhibitors. 350,000 tested, 0.074% active; further: on the % scale 0 is the no-effect control and ±100 the full control effect; nearly all actives have a fitted effect of over 20% in size
Target sequence (P02791 2-175 limits assumed): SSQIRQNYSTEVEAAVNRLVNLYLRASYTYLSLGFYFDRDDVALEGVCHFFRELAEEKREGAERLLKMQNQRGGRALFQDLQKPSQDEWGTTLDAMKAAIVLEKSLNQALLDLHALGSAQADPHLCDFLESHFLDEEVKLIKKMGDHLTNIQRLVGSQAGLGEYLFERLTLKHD
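Probe: 1-aminoanthracene (50% saturated, PBS). Protein: horse-spleen apoferritin, 10 uM. Incubation: 10 min, room temperature. Detection: 380 nm excitation, 535 nm emission. Analysis: normalized response, four-parameter Hill.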
Pol eta inh = inhibitors of human DNA polymerase eta. Q9Y253. recombinant Pol eta, fluorescent DNA replication assay. Potency, µM (highest dose often 114 µM), for the others: top-dose activity change, negative = inhibition, hits mostly inhibitors. 390,000 tested, 1.2% active. AID 588591; further: on the % scale 0 is the no-effect control and ±100 the full control effect
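Pol eta at 10 nM preincubated with compounds 15 min at room temperature; reaction started with fluorescent substrate (50 nM final) and read kinetically at 0 and 10 min.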
BAZ2B block = inhibitors of human BAZ2B bromodomain; Q9UIF8; AlphaScreen BAZ2B-H3K14Ac peptide displacement; Potency, µM (doses to about 114 µM), for inactives: at the highest dose activity change, negative = inhibition, actives largely listed as inhibitors; 360,000 tested, 4.4% active; AID 504333; further: on the % scale 0 is the no-effect control and ±100 the full control effect; nearly all actives have a fitted effect of over 60% in size
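Compounds, titrated to a top concentration of 110 uM, were incubated 30 min at room temperature with preformed BAZ2B/acetyl-K14 H3 peptide complex (50 nM each). Proximity signal was measured by AlphaScreen after 20 min with beads.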
BLM inh = inhibitors of human Bloom syndrome helicase BLM; P54132; recombinant BLM DNA unwinding, fluorescence dequenching; Potency, µM (highest dose often 56.1 µM), for inactives: at the highest dose activity change, negative = inhibition, actives largely listed as inhibitors; 350,000 tested, 0.2% active; AID 2528;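 further: plate controls were vehicle for no effect and no enzyme for full effect; nearly all actives have a fitted effect of over 35% in size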
Pol beta inh = inhibitors of human DNA polymerase beta | P06746 | 340,000 tested, 1.3% active | Potency, µM (series often up to 114 µM), for the others: top-dose activity change, negative = inhibition, actives largely listed as inhibitors | Pol beta primer extension/strand displacement, fluorescence kinetic; further: on the % scale 0 is the no-effect control and ±100 the full control effect
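Kinetic readout of DNA synthesis with strand displacement by Pol beta. Compound and 10 nM enzyme sit 15 min at room temperature; 50 nM substrate starts the reaction, read immediately and at 10 min.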
Pol iota inh = blocks human DNA polymerase iota activity; Q9UNA4; Pol iota fluorescent replication assay, 10 min; Potency, µM (top dose mostly 115 µM), inactives show at the highest dose activity, negative = inhibition, actives largely listed as inhibitors; 390,000 tested, 1% active; AID 588590
Target sequence (Q9UNA4 whole entry, looked up): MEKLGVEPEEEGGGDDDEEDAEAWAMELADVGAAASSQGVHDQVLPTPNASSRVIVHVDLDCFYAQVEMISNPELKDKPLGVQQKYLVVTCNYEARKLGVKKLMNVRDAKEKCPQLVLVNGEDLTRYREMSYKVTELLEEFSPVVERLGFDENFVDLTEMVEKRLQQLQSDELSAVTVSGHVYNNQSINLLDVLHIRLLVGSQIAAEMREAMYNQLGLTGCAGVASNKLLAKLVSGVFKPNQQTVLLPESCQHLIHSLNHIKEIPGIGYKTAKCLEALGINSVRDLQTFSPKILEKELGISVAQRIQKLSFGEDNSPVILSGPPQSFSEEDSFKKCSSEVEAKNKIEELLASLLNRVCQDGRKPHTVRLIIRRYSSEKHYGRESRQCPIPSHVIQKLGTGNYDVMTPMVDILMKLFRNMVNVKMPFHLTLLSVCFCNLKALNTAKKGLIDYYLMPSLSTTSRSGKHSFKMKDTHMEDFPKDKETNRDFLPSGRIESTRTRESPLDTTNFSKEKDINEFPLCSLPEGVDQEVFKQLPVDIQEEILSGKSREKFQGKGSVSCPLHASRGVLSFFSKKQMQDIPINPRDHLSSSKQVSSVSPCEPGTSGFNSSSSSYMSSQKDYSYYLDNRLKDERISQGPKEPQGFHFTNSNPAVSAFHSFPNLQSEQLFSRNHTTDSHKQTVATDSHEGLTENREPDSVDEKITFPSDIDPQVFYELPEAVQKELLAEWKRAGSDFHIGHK
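Fluorescent replication assay read twice, at 0 min and 10 min after adding 50 nM (final) substrate. Enzyme (10 nM) and compounds were first incubated 15 min at room temperature; enzyme-free buffer wells were negative controls.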
Starred values were filed as active, the others as inactive; ? = inconclusive; / = no result given; & = joins results of further samples; [ ] = remark or other dose. The call rests on the fitted dose curve; in most records, active means well fitted curve in the direction sought with a large enough effect; inconclusive means small, poorly fitted or top-dose-only effect, or another doubt; inactive means no such curve, though single readings can be large; an effect the other way counts as inactive or inconclusive. Potency means the concentration at half of the fitted maximal effect. The list is partial; the hit share may differ from the screen's.

SMILES	APE1 inh	Pol kappa inh	G9a inh	Anesthetic bind	Pol eta inh	BAZ2B block	BLM inh	Pol beta inh	Pol iota inh
CC(C)NC(=O)c1cc(-n2cnnc2)ccc1Cl	1%	-9%	-8%[12.7 µM]	-5%	-20%	-5%	-3%	-2%	26%
CCCn1c(N)c(C(=O)CSc2nnc(C3CC3)n2Cc2ccccc2)c(=O)[nH]c1=O	-7%	-8%	?	-1%	5%	6%	0%	22%	-1%
CCOc1ccc(N(CC(=O)NCc2ccco2)C(=O)CCC(=O)Nc2nccs2)cc1	-5%	3%	-15%	-9%	-19%	-3%	4%	50%	57%[activator]
COc1ccccc1OCc1nnc(SCC(=O)N2CCCCC2)o1	26%	-17%	16%	-4%	-21%	1%	-1%	44%	123%[activator]
CCN(CC)c1ccc(/C=N/NC(=O)CNC(=O)C2COc3ccccc3O2)c(O)c1 (configuration not stated)	-16%	-6%	18µM*	63%[activator]	-17%	-32%	-10%	0%	95%[activator]
O=C(NC(=S)NCCc1ccccc1)C1CCCCC1	3%	-13%	10%[59 µM]	-11%	-19%	6%	-9%	26%	20%
Cc1ccnc(N2C(=O)CSC2c2ccc(Cl)cc2)c1 (configuration not stated)	4%	-6%	14%[59 µM]	-15%	-20%	-1%	5%	20%	23%
Cc1ccc(C(=O)NCc2ccccc2)cc1NC(=O)c1nsc2ccccc12	/	-9%[60.1 µM]	2%[59 µM]	-8%	?	-17%	-3%	-22%	?
O=c1ccccn1Cc1c(F)cccc1Cl	3%	2%	8%	-11%	-14%	?	-1%	-8%	?
COc1cc(/C=C2/C(=O)N=C(N)N2C)cc(OC)c1OC	-3%	1%	-12%	-10%	-5%	10%	-3%	-2%	13%
COc1ccc(C2=NC(C)(C)N(CC(=O)Nc3cccc(C)c3)C2=O)cc1	/	-1%	16%[59 µM]	-3%	/	-21%	-2%	-27%	1%
NC(=O)CSc1ccc(S(=O)(=O)N2CCCCC2)cn1	29%	-12%	?	/	-6%	1%	/	/	-5%
CCOC(=O)N1CCC(Nc2c(Nc3ccc(C)c(C)c3)c(=O)c2=O)CC1	2%	-28%	-17%	-9%	-8%	-7%	-11%	-1%	71%
O=C(/C=C/c1ccc(S(=O)(=O)N2CCOCC2)cc1)NC(=S)NCCCn1ccnc1	0%	-7%	-25%	-10%	?	/	-2%	17%	-14%
Cn1c(=O)c(CCc2ccccc2)nc2cncnc21	-3%	-1%[60.1 µM]	1%[12.7 µM]	/	/	/	4%	/	/
CCc1ccccc1NC(=O)N[C@H](C(=O)O)C(C)CC (some centres not stated)	2%	2%	-10%	0%	-2%	0%	0%	0%	20%
CCC(C)NC(=O)C1CCC(=O)N1CCc1ccccc1 (configuration not stated)	15%	-1%	7%	-2%	-7%	1%	-4%	31%	184%[activator]
COc1ccc2[nH]cc(CCNC(=O)C3CC(=O)N(c4ccc(Cl)cc4)C3)c2c1 (configuration not stated)	7%	-3%	?	8%	-11%	?	-1%	19%	?
COC(=O)CCNS(=O)(=O)c1ccc2ccccc2c1	-1%	-5%	15%[59 µM]	-9%	-14%	-4%	0%	0%	25%
Cc1ccc(F)c(NC=C2C(=O)OC(C)(C)OC2=O)c1	-6%	4%	-19%[59 µM]	-7%	-5%	-7%	1%	-23%	1%
CCOc1cc(C(C(=O)NCC2CCCO2)N(C(=O)Cn2nnc3ccccc32)c2ccccc2OC)ccc1O (configuration not stated)	6%	-3%	19%	1%	-15%	10%	1%	15%	146%[activator]
O=C(CCN1CCN(c2ccccc2)CC1)N/N=C/c1ccc(O)c(O)c1O	2%	3.5µM*	8.9µM*	-10%	22µM*	8.9µM*	11µM*	2.8µM*	1.3µM*
COC(=O)c1ccccc1NC(=O)C1CCCN(S(=O)(=O)c2ccc(OC)cc2)C1 (configuration not stated)	-3%	-12%	-8%[59 µM]	-9%	-22%	9%	-7%	1%	-2%
CC(=O)c1ccc(NC(=O)c2c(C)nn(-c3ccccc3)c2Cl)cc1	18%	-4%	/	-10%	-22%	?	-14%	?	47%[activator]
COc1ccc(S(=O)(=O)N(C)CC(=O)N2CCN(C)CC2)cc1Cl	24%	-12%	11%	-4%	-17%	2%	-1%	-2%	32%[activator]
Cc1cc(Br)cc(Cl)c1OCC(=O)N1CCN(C(=O)c2ccco2)CC1	25%	2%	11%[59 µM]	/	-13%	8%	/	/	18%
O=C(N/N=C/c1ccc[nH]1)c1ccc([N+](=O)[O-])cc1	0%	-14%	7%[59 µM]	6%	-5%	0%	3%	-1%	4%
COc1cc(CN2CCCCCC2)cc(Br)c1O	21%	10%	?	-5%	-10%	71µM*	-5%	20%	-23%
CC[C@]12c3[nH]c4ccc(OC)cc4c3CCN1C(=O)C(CC(=O)NCCCN(C)C)C[C@@H]2C(=O)N1CCN(C(=O)C2CC2)CC1 (some centres not stated)	-3%	12%	/	/	-3%	/	/	/	-14%
COc1ccc(-c2cn3nc(N4CCCC(C(=O)Nc5cc(C)ccc5C)C4)sc3n2)cc1 (configuration not stated)	/	-9%	?	-11%	?	-4%	-7%	22%	-4%
O=S(=O)(c1ccc(-c2csc(=Nc3ccc(OC(F)(F)Cl)cc3)n2CCCO)cc1)N1CCCC1	/	6%	1µM*	-6%	-19%	89µM*	-12%	?	-14%
O=C1C=C(O)C(n2cncn2)C(c2ccc(F)cc2)C1 (configuration not stated)	0%	12%	-26%	-4%	-10%	-16%	-3%	4%	-22%
CCN(CC)C(=O)CN1CCN(Cc2ccc3c(c2)OCO3)CC1	0%	-6%	?	2%	-8%	?	0%	2%	-8%
CCOC(=O)C1CCN(c2ccc([N+](=O)[O-])cc2)CC1	-8%	-13%	2%	-21%	5%	-26%	0%	18%	12%
CC(=O)c1ccc(N2CCN(C(=O)c3ccc(C(=O)c4ccccc4)cc3)CC2)cc1	-3%	12%	8%[59 µM]	/	-14%	1%	/	/	-3%
CCOC(=O)c1ccc(N2C(=O)C(O)=C(C(C)=O)C2c2ccccc2)cc1 (configuration not stated)	16%	-7%	?	2%	-7%	9%	4%	10%	-5%
Fc1ccc(CNc2nc(-c3ccco3)cc(C(F)(F)F)n2)cc1	-3%	-20%	/	-16%	-5%	49%[activator]	-15%	7%	0%
CC(C)[C@H](NC(=O)c1cc2cc(Cl)ccc2n1C)C(=O)N[C@@H](C(=O)O)c1ccccc1	-12%	-10%	8%	0%	13%	3%	-10%	4%	4%
COC(=O)c1ccc(NC(=O)Cn2nc(-c3ccncc3)nc2SCC(=O)Nc2nccs2)cc1	1%	0%	35%	-17%	0%	-2%	0%	18%	-9%
CC1OC(OC2C(Oc3c(-c4ccc(O)cc4)oc4cc(O)cc(O)c4c3=O)OC(COC3O[C@@H](C)[C@H](O)[C@@H](O)C3O)C(O)C2O)C(O)C(O)C1O (some centres not stated)	14%	-3%	4%[12.7 µM]	/	-14%	8%	/	/	5%
Cc1cc(OCCn2cnc3ccccc3c2=O)ccc1[N+](=O)[O-]	-1%	-5%	14%[59 µM]	-6%	-9%	6%	-1%	26%	72%[activator]
CCOC(=O)C1=C(C)N(C)C(C)=C(C(=O)OCC)C1c1ccsc1	-2%	-2%	16%	11%	-22%	4%	-2%	22%	57%[activator]
CCCCNC(=O)CSc1nc2cc3c(cc2c(=O)n1CCCCCC(=O)NCCc1ccc(OC)c(OC)c1)OCO3	/	-2%[60.1 µM]	2%[59 µM]	5%	-13%	0%	2%	19%	6%
Fc1cccc(CSc2ccc3nnc(-c4cccnc4)n3n2)c1	1%	9%	-37%	-11%	-10%	-2%	-4%	-12%	140%[activator]
Cc1ccc(C(=O)c2ccccc2C(=O)OCC(=O)NC(=O)NC(C)(C)C)cc1	2%	10%	-6%	-20%	-19%	-12%	-3%	1%	8%
Oc1cccc(O)c1	-7%&16%	-2%&-13%[60.1 µM]	-38%[2.33 µM]	-1%	/	/	-3%&4%	/	/
COC(=O)c1cc(OC)c(OC)cc1NC(=S)N1CCOCC1	10%	0%	24%	4%	6%	0%	0%	8%	-13%
O=C(N[C@@H](Cc1ccccc1)C(=O)O)c1c(F)c(F)c(F)c(F)c1F	-4%	15%	?	1%	-4%	-9%	-1%	1%	32%
Cc1ccc(-c2nnc(NCc3nc4ccccc4[nH]3)c3ccccc23)cc1S(=O)(=O)N1CCOCC1	-11%	-10%	-12%[59 µM]	-2%	-17%	0%	-2%	2%	15%
Cc1ccccc1CSc1cn(CC(=O)N2CCCC2)c2ccccc12	/	-3%	1%[59 µM]	78%[activator]	-16%	-25%	-2%	1%	5%

Part of the list above, bar-delimited.
compound | APE1 inh | Pol kappa inh | G9a inh | Anesthetic bind | Pol eta inh | BAZ2B block | BLM inh | Pol beta inh | Pol iota inh
O=C(NC(=S)NCCc1ccccc1)C1CCCCC1 | 3% | -13% | 10%[59 µM] | -11% | -19% | 6% | -9% | 26% | 20%
O=C(CCN1CCN(c2ccccc2)CC1)N/N=C/c1ccc(O)c(O)c1O | 2% | 3.5µM* | 8.9µM* | -10% | 22µM* | 8.9µM* | 11µM* | 2.8µM* | 1.3µM*
CCC(C)NC(=O)C1CCC(=O)N1CCc1ccccc1 (configuration not stated) | 15% | -1% | 7% | -2% | -7% | 1% | -4% | 31% | 184%[activator]
COc1ccccc1OCc1nnc(SCC(=O)N2CCCCC2)o1 | 26% | -17% | 16% | -4% | -21% | 1% | -1% | 44% | 123%[activator]
Fc1cccc(CSc2ccc3nnc(-c4cccnc4)n3n2)c1 | 1% | 9% | -37% | -11% | -10% | -2% | -4% | -12% | 140%[activator]
CCCn1c(N)c(C(=O)CSc2nnc(C3CC3)n2Cc2ccccc2)c(=O)[nH]c1=O | -7% | -8% | ? | -1% | 5% | 6% | 0% | 22% | -1%

Additional results:
SMILES	APE1 inh	Pol kappa inh	G9a inh	Anesthetic bind	Pol eta inh	BAZ2B block	BLM inh	Pol beta inh	Pol iota inh
COCCn1cnc2cc(C)c(C)cc21	2%	-10%	25%[2.33 µM]	-7%	-16%	10%	-1%	22%	24%
Cc1ccc2occ(/C=N/NC(=O)c3ccccc3O)c(=O)c2c1	15%	4%	8%	-18%	-21%	2%	-2%	33%	22%
C[C@H](CO)N1C[C@H](C)[C@@H](CN(C)S(=O)(=O)c2cn(C)cn2)Oc2c(NS(=O)(=O)c3ccccc3)cccc2C1=O	8%	14%	/	/	-17%	/	/	/	1%
CC(=O)c1ccc2noc(-c3ccccc3)c2c1	9%	12%	/	-7%	-6%	-16%	-10%	20%	34%[activator]
